Source: PubChem BioAssay
PKM2 act: PKM2 (human) enzyme activation; P14618; purified PKM2, Kinase-Glo ATP luminescence, activation; response scale: 0% is enzyme alone, no compound; Potency, µM (highest dose often 57.5 µM), for the others: top-dose activation, most hits filed as activators; 260,000 tested, 0.34% active; also: potency is read from the fitted curve at half-maximal effect; % is scaled to controls: 0 for no effect and ±100 for the full control effect; nearly all actives have a fitted effect of over 55% in size
Target sequence (P14618 whole entry, looked up): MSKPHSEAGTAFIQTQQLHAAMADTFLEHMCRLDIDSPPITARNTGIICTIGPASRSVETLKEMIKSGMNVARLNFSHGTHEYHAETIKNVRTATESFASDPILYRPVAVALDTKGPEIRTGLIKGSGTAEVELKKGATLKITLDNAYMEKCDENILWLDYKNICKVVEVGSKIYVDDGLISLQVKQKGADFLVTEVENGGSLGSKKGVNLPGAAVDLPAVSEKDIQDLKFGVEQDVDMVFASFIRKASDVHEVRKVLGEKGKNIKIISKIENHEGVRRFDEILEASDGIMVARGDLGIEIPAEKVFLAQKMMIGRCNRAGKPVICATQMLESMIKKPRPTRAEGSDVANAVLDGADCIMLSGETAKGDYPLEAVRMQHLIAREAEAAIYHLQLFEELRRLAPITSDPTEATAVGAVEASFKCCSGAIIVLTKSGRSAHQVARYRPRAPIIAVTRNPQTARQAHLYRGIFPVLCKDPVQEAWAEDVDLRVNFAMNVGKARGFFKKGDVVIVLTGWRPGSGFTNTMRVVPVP
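ATP formation by purified human PK-M2, quantified via coupled luciferase luminescence after 1 h at room temperature with 0.1 mM ADP and 0.5 mM PEP final.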
a7 integrin act: activates integrin-mediated alleviation for muscular dystrophy; alpha7betagal myoblasts, beta-gal FDG fluorescence, 48 h; Potency, µM (series often up to 38.3 µM), for inactives: at the highest dose activation, hits mostly activators; 350,000 tested, 0.064% active;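 also: potency is read from the fitted curve at half-maximal effect; 100% = response of the positive control SU9516; nearly all actives have a fitted effect of over 60% in size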
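Alpha7betagal+/- myoblasts (passage 13) were plated 16-24 hr, then exposed to compounds (1:260 dilution of DMSO stock) for 48 hours at 37C. After MPER lysis, β-galactosidase reporter activity was read as FDG fluorescence (ex 480/em 540) after 30 minutes.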
PTAP TSG101 blk: blocks PTAP/TSG101 interaction to inhibit HIV-1 budding; Q99816; Fluorescence polarization, FITC-PTAP peptide / Tsg101 binding; Potency, µM (top dose mostly 115 µM), without a hit: at the highest dose activity change, negative = inhibition, actives largely listed as inhibitors; 340,000 tested, under 10 active; AID 493005; active = well fitted inhibition curve with a large enough effect in the main read-out, with a control signal flat, not every such curve was filed as active; inconclusive = small, poorly fitted or top-dose-only effect, or effect the other way, or a change in a side signal; inactive = no such curve, though single readings can be large or run the other way; also: potency is read from the fitted curve at half-maximal effect; % of control where 0% means no effect
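FP read-out: FITC-PTAP peptide, 50 nM final, binding Tsg101 binding domain, 10 uM final; 20 min, r.t.; 10 mM HEPES pH 7.5, 0.15 M NaCl, 0.01% Tween 20, 3 mM EDTA, 0.1 mM TCEP.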
Giardia killer: kills Giardia lamblia | Giardia lamblia trophozoite viability | activity change, % at 7.66 µM, hits read low | 340,000 tested, 0.15% active | AID 540267; in the data active = activity change below about -80%; inconclusive = between about -30% and that limit;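 also: parasites exposed to compound for two days anaerobically before the ATP read; % is scaled to controls: 0 for no effect and ±100 for the full control effect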
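Luminescence from cellular ATP indicates surviving trophozoites (100 cells/well) following 48 hrs anaerobic compound treatment at 37 deg C; signal develops 15-30 min at room temperature.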
B2AR arrestin: beta2AR (human) beta-arrestin recruitment activity | 330,000 tested, 0.02% active | AID 492947 | Potency, µM (series often up to 46.1 µM), for inactives: at the highest dose activation, most hits filed as activators | beta-arrestin recruitment to beta2AR, cell-based reporter | P07550;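 also: potency is read from the fitted curve at half-maximal effect; 0% = DMSO controls and full agonism = EC100 isoproterenol or metaproterenol; nearly all actives have a fitted effect of over 65% in size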
Target sequence (P07550 whole entry, looked up): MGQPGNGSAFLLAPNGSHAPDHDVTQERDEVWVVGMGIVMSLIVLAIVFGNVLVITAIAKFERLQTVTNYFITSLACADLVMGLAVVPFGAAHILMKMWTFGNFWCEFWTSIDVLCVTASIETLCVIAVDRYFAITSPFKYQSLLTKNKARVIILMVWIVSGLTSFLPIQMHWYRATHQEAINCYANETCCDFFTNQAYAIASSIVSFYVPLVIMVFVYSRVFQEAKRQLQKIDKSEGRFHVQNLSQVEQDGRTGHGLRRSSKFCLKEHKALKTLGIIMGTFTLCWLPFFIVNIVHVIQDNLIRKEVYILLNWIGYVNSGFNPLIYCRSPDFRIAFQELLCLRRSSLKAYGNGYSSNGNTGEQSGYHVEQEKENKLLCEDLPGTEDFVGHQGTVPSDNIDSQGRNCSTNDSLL
BCR signal inh: chronic active BCR signaling inhibition. AID 493014. Potency, µM (titrated, usually from 46.1 µM), for the others: at the highest dose ratio change, negative = lower green/red ratio, usual class: inhibitors. ABC-DLBCL IkBa-CBG/CBR reporter, luminescence ratio, 4 h. 340,000 tested, 0.05% active; active = well fitted inhibition curve with a large enough effect in the signal ratio, with a control signal flat, not every such curve was filed as active; inconclusive = small, poorly fitted or top-dose-only effect, or effect the other way, or a change in a side signal; the % refers to the signal ratio;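 also: potency is read from the fitted curve at half-maximal effect; plate controls were basal doxycycline-induced cells for no effect and cells given 10 µM MG132 for full effect; MG132 reads +100%, hits lower the ratio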
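TMD8 human ABC-DLBCL cells with doxycycline-inducible IκBα–green luciferase fusion and unfused red luciferase, in 0.5% FBS medium; compounds up to 46 uM, 4 h at 37C. Green/red luminescence ratio, filter-overlap corrected, fitted to concentration-response curves.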
ASM inhibitor: inhibitors of human secretory acid sphingomyelinase | P17405 | placental ASM, HMU-PC fluorogenic substrate, 60 min | Potency, µM (titrated, usually from 57.5 µM), without a hit: at the top dose activity change, negative = inhibition, usual class: inhibitors | 340,000 tested, 0.006% active | AID 504937; also: potency is read from the fitted curve at half-maximal effect
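Human placenta-derived ASM preincubated with compound 10 min at room temperature, then reacted with 9 uM (final) fluorogenic HMU-PC substrate for 60 min at 37 C. Stop solution raises pH to 10; fluorescence read at Ex 386/Em 447 nm.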
Menin-MLL TR inh: menin-MLL binding inhibition, Texas Red mutant peptide; 270,000 tested, 0.23% active; Potency, µM (top dose mostly 61.6 µM), inactives show at the top dose FP activity change, negative = inhibition, most hits filed as inhibitors; Menin + Texas Red MLL mutant peptide, fluorescence polarization; active = well fitted inhibition curve with a large enough effect in the polarisation, with a control signal flat, not every such curve was filed as active; inconclusive = small, poorly fitted or top-dose-only effect, or effect the other way, or a change in a side signal; inactive = no such curve, though single readings can be large or run the other way; the % refers to the polarisation; also: potency is read from the fitted curve at half-maximal effect; % of control where 0% means no effect; many of its hits are not listed in these tables
Coupling enz: coupling enzyme interference in Giardia aldolase counter-screen; coupling enzyme system counterscreen, AmpLite Red fluorescence; activity change, negative = inhibition, % at 58.2 µM, hits read low; 290,000 tested, 0.67% active; AID 2472; in the data active = activity change below about -30%; also: % is scaled to controls: 0 for no effect and ±100 for the full control effect
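Coupling enzymes only (glyceraldehyde-3-phosphate) + compound, at 57.5 uM final, 10 min RT; add substrate/coupling/AmpLite Red mix, 20 min RT; fluorescence ex 525/em 598 nm. Actives flag coupling-system interference.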
GALK inhibitor: blocks human galactokinase activity; P51570; Purified GALK, Kinase-Glo residual ATP luminescence; Potency, µM (doses to about 57.5 µM), for the others: top-dose activity change, negative = inhibition, most hits filed as inhibitors; 270,000 tested, 0.007% active; also: potency is read from the fitted curve at half-maximal effect; % is scaled to controls: 0 for no effect and ±100 for the full control effect
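ATP-depletion format; final 35 uM ATP, 100 uM D-galactose, 5 nM enzyme; pH 8.0 HEPES/Mg2+ buffer; 60 min RT; luminescence read 10 min after detection reagent.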
Tb PFK block: blocks T. brucei phosphofructokinase | O15648 | 330,000 tested, 0.17% active | T. brucei PFK, ADP-Glo luminescence | Potency, µM (highest dose often 57.5 µM), for inactives: top-dose activity, negative = inhibition, actives largely listed as inhibitors | AID 485367;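 also: potency is read from the fitted curve at half-maximal effect; 0% = uninhibited 1x PFK enzyme wells and -100% = no-enzyme wells; nearly all actives have a fitted effect of over 60% in size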
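1.25 nM PFK with 0.5 mM F6P and 0.1 mM ATP in 0.1 M TEA pH 8.0, 5 mM MgCl2, incubated 45 min at room temperature; ADP measured by ADP-Glo luminescence; compounds titrated up to 57 uM.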
Active calls of the source: *; [ ] = remark or other dose. Unless noted, calls follow the shape of the dose curve; as a rule, active = well fitted curve in the direction sought with a large enough effect; inconclusive = small, poorly fitted or top-dose-only effect, or another doubt; inactive = no such curve, though single readings can be large; an effect the other way counts as inactive or inconclusive. These rows are one share of the data. The share of hits here may be higher or lower than overall.

Results for O=C(NCCO)C(=O)Nc1cc2c3c(c1)CC(=O)N3CCC2 ?
a7 integrin act: 2%; PTAP TSG101 blk: -2%; Giardia killer: -11; B2AR arrestin: -0.8%; BCR signal inh: 3%; ASM inhibitor: 7%; Menin-MLL TR inh: 7%; Coupling enz: -2; GALK inhibitor: -2%; Tb PFK block: 4%

How did Cc1cc(C)n(CC(=O)N2CCCC(N3CCN(c4ccccc4C)CC3)C2)n1 (stereo not given) do in these assays?
PKM2 act: -1%; a7 integrin act: 21%; Giardia killer: -16; B2AR arrestin: -0.3%; BCR signal inh: 3%; ASM inhibitor: 0%; Menin-MLL TR inh: -14%; Coupling enz: 1; GALK inhibitor: -2%; Tb PFK block: -5%

How did COc1ccc(CNC(=O)Cn2nc(-c3ccc4c(c3)OCCO4)ccc2=O)cc1 do in these assays?
PKM2 act: 0%; a7 integrin act: 8%; PTAP TSG101 blk: -1%; Giardia killer: -14; B2AR arrestin: 0.3%; BCR signal inh: inconclusive; ASM inhibitor: 11%; Menin-MLL TR inh: -9%; Coupling enz: -1; GALK inhibitor: -1%; Tb PFK block: 3%

What do the screens show for `CC1CC1C(=O)OCC(=O)Nc1ccc(S(=O)(=O)N2CCOCC2)cc1` (stereo not given)?
a7 integrin act: -20%; PTAP TSG101 blk: -7%; Giardia killer: 0; B2AR arrestin: -0.8%; BCR signal inh: 1%; ASM inhibitor: 2%; Tb PFK block: 0%

Results for Cc1cc(=O)[nH]c(-c2cccnc2)n1 ?
PKM2 act: -12%; a7 integrin act: 4%; PTAP TSG101 blk: -1%; Giardia killer: -23; B2AR arrestin: -0.2%; BCR signal inh: 6%; ASM inhibitor: 2%; Menin-MLL TR inh: 3%; Coupling enz: 0; GALK inhibitor: 8%; Tb PFK block: 1%

Results for Brc1cccc(/C=N/Nc2nc(N3CCCCC3)nc(N3CCCCC3)n2)c1 ?
PKM2 act: 1%; B2AR arrestin: -0.3%; BCR signal inh: 1%; Menin-MLL TR inh: 11%; Coupling enz: -2; GALK inhibitor: 0%; Tb PFK block: 6%

How did CCN(c1ccccc1)S(=O)(=O)c1nnc(NC(=O)CC(C)C)s1 do in these assays?
a7 integrin act: 6%; PTAP TSG101 blk: -3%; Giardia killer: -20; B2AR arrestin: -0.4%; BCR signal inh: 3%; ASM inhibitor: 3%; Menin-MLL TR inh: 19%; Coupling enz: 1; GALK inhibitor: 5%; Tb PFK block: -1%

How did COC(=O)C(N)Cc1ccc(Cl)cc1 (stereo not given) do in these assays?
PTAP TSG101 blk: -4%; Giardia killer: -27; B2AR arrestin: -0.3%; BCR signal inh: -18%; ASM inhibitor: -1%; Menin-MLL TR inh: -3%; Tb PFK block: -1%

What do the screens show for `Cc1ccc(NC(=S)NNC(=O)c2nn(C)c(C)c2Cl)cc1`?
PKM2 act: 1%; a7 integrin act: 10%; PTAP TSG101 blk: -7%; Giardia killer: 8; B2AR arrestin: 0.1%; BCR signal inh: inconclusive; ASM inhibitor: 1%; Menin-MLL TR inh: 21%; Coupling enz: 2; GALK inhibitor: -1%; Tb PFK block: 3%

How did CCCCn1c(SCC(=O)NC2CCS(=O)(=O)C2)nnc1-c1ccc(OC)cc1 (stereo not given) do in these assays?
a7 integrin act: -12%; PTAP TSG101 blk: 1%; Giardia killer: 24; B2AR arrestin: -0.4%; BCR signal inh: 1%; ASM inhibitor: 0%; Tb PFK block: -2%

How did COc1ccc(/C=N/NC(=O)c2cccnc2)cc1CSc1ccccn1 do in these assays?
PKM2 act: 3%; a7 integrin act: -13%; PTAP TSG101 blk: 2%; Giardia killer: -2; B2AR arrestin: 0.1%; BCR signal inh: inconclusive; ASM inhibitor: 0%; Coupling enz: 2; GALK inhibitor: -3%; Tb PFK block: 1%

How did O=C(Cc1ccccc1)N/N=C/C=C/c1ccccc1[N+](=O)[O-] do in these assays?
PKM2 act: -3%; a7 integrin act: -15%; PTAP TSG101 blk: -4%; Giardia killer: -9; B2AR arrestin: 3.4%; BCR signal inh: 14%; ASM inhibitor: -1%; Coupling enz: 2; GALK inhibitor: 7%; Tb PFK block: 1%

How did CCc1nnc(NS(=O)(=O)c2ccc(NC(=O)CCC(=O)O)cc2)s1 do in these assays?
PKM2 act: inconclusive; a7 integrin act: 13%; PTAP TSG101 blk: -2%; Giardia killer: 3; B2AR arrestin: 0.5%; BCR signal inh: 1%; ASM inhibitor: 5%; Menin-MLL TR inh: inconclusive; Coupling enz: 2; GALK inhibitor: 1%; Tb PFK block: -6%

Results for O=C(NCCC1CCCC1)C1CCC(=O)N(CCCN2CCCC2=O)C1 (stereo not given) ?
PKM2 act: -5%; a7 integrin act: -24%; PTAP TSG101 blk: -5%; Giardia killer: 0; B2AR arrestin: 0.2%; BCR signal inh: 3%; ASM inhibitor: -2%; Menin-MLL TR inh: -1%; Coupling enz: 0; GALK inhibitor: -1%; Tb PFK block: 0%

What do the screens show for `CCNC(=S)Nc1cccc(NC(=O)c2ccccc2O)c1`?
PKM2 act: -8%; a7 integrin act: -5%; PTAP TSG101 blk: 1%; Giardia killer: 2; B2AR arrestin: -0.9%; BCR signal inh: inconclusive; ASM inhibitor: 5%; Coupling enz: 2; GALK inhibitor: 2%; Tb PFK block: 0%

How did COc1ccc(-c2nc(N)c(C#N)c(-c3cccnc3)c2C)cc1 do in these assays?
PKM2 act: 1%; a7 integrin act: 0%; PTAP TSG101 blk: 5%; Giardia killer: -12; B2AR arrestin: -0.3%; BCR signal inh: 4%; ASM inhibitor: 239%[activator]; Coupling enz: -1; GALK inhibitor: 5%; Tb PFK block: 0%

Results for CCOc1cc(C(=O)Nc2ccccc2N2CCOCC2)ccc1OCC(=O)N1CCOCC1 ?
a7 integrin act: -7%; PTAP TSG101 blk: -2%; Giardia killer: 2; B2AR arrestin: -0.1%; BCR signal inh: 2%; ASM inhibitor: -1%; Tb PFK block: 1%

Results for Cc1cc(C(=O)COc2nncc3ccccc23)c(C)n1C ?
PKM2 act: -4%; a7 integrin act: -11%; PTAP TSG101 blk: -4%; Giardia killer: 2; B2AR arrestin: 0.2%; BCR signal inh: inconclusive; ASM inhibitor: -1%; Menin-MLL TR inh: 5%; Coupling enz: 4; GALK inhibitor: 1%; Tb PFK block: -2%

What do the screens show for `Clc1ccc2c(c1)c1cc(Cl)ccc1n2CN1CCOCC1`?
PKM2 act: -14%; a7 integrin act: 10%; PTAP TSG101 blk: 1%; Giardia killer: 7; B2AR arrestin: -0.4%; BCR signal inh: inconclusive; ASM inhibitor: -19%; Menin-MLL TR inh: 2%; Coupling enz: -1; GALK inhibitor: -3%; Tb PFK block: 1%

Results for COc1ccc2c(CC(=O)NCc3ccc4c(c3)OCO4)coc2c1 ?
PKM2 act: 17%; a7 integrin act: 10%; PTAP TSG101 blk: -6%; Giardia killer: 2; B2AR arrestin: -0.1%; BCR signal inh: inconclusive; ASM inhibitor: 3%; Menin-MLL TR inh: 26%; Coupling enz: 2; GALK inhibitor: 2%; Tb PFK block: inconclusive

Results for CCOC(=O)c1c(C)nc(SCC(N)=O)c(C#N)c1-c1ccccc1 ?
PKM2 act: 3%; a7 integrin act: 6%; PTAP TSG101 blk: -1%; Giardia killer: 3; B2AR arrestin: -0.8%; BCR signal inh: -2%; ASM inhibitor: -10%; Menin-MLL TR inh: -14%; Coupling enz: 5; Tb PFK block: -4%

How did CCOC(NC(=O)c1ccccc1)C(NC(=O)c1ccccc1)OCC (stereo not given) do in these assays?
PKM2 act: 1%; a7 integrin act: -9%[7.66 µM]; PTAP TSG101 blk: -1%; Giardia killer: 6; B2AR arrestin: -0.2%; BCR signal inh: inconclusive; ASM inhibitor: 2%; Menin-MLL TR inh: 8%; Coupling enz: 1; GALK inhibitor: -1%; Tb PFK block: -1%

How did O=C1C(Cc2ccccc2)Nc2ncnc(N3CCCCC3)c2N1Cc1ccc(Br)cc1 (stereo not given) do in these assays?
a7 integrin act: 29%; PTAP TSG101 blk: -14%; Giardia killer: 23; B2AR arrestin: 0.1%; BCR signal inh: -2%; ASM inhibitor: -8%; Tb PFK block: 10%

What do the screens show for `N#Cc1ccccc1NC(=S)NC(=O)c1cccs1`?
PKM2 act: 2%; a7 integrin act: 16%; PTAP TSG101 blk: -5%; Giardia killer: 2; B2AR arrestin: 0.1%; BCR signal inh: inconclusive; ASM inhibitor: 2%; Menin-MLL TR inh: 3%; Coupling enz: 1; GALK inhibitor: 12%; Tb PFK block: -8%

How did O=C(CCc1nc2ccccc2s1)N1CCN(S(=O)(=O)c2cccs2)CC1 do in these assays?
PKM2 act: inconclusive; a7 integrin act: -12%; PTAP TSG101 blk: -3%; Giardia killer: 8; B2AR arrestin: -0.4%; BCR signal inh: -13%; ASM inhibitor: 1%; Menin-MLL TR inh: -2%; Coupling enz: -10; GALK inhibitor: 3%; Tb PFK block: -2%
